High-throughput results: PubChem, Johns Hopkins Ion Channel Center
CHT block = inhibitors of human choline transporter CHT | CHT-expressing cells, membrane potential dye, choline response; hits give low values | B-score at 10 µM | hit rate 0.86% among 310,000;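 active = B-score over 3 SD under the library average, and starting fluorescence ratio not unusually high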;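 note: choline stimulus applied at its EC90 after an EC20 pre-addition; B-score computed on integrated fluorescence ratio after choline addition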
Target sequence (Q9GZV3 whole entry, looked up): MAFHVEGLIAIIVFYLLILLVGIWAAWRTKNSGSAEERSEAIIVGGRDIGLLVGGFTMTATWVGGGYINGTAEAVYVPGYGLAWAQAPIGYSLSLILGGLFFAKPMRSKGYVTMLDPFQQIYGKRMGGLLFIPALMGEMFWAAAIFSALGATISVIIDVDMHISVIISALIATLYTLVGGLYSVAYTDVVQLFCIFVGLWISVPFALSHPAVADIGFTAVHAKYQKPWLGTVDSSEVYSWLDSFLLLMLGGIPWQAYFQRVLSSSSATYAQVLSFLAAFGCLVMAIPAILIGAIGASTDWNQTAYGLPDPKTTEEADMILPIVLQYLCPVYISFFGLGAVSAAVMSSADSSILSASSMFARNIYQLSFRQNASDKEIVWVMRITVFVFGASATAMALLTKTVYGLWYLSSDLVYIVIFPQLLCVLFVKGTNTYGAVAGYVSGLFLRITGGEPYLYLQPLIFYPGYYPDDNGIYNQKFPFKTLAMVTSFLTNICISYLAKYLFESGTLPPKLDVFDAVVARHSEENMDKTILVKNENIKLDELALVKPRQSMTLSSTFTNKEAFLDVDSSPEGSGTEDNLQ
CHT allo act = allosterically activates the human high affinity choline transporter; Q9GZV3; CHT-expressing cells, membrane potential dye, choline EC20; hits give high values; LV-AA mutant CHT in HEK293 cells; B-score at 10 µM; hit rate 0.49% among 310,000; AID 488977;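 active = initial fluorescence not abnormally high and integrated response B-score, plate-corrected, over 3 SD above library mean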
Calls only; i = inactive. An unsorted share of the library. About 1.4% of those tested had a hit in this group.

molecule,CHT block,CHT allo act
NC(=O)C1CC(=O)N(Cc2ccc3c(c2)OCO3)C(=Nc2ccccc2)S1 (stereo not given),i,i
Cn1c(NC(=O)COc2ccccc2)cc(=O)n(C)c1=O,i,i
Cc1ccc(NC(=S)N2CCN(S(=O)(=O)c3ccccc3)CC2)cc1,i,i
CCOC(=O)c1c(NC(=O)c2nc3n(n2)C(C(F)F)CC(C)N3)sc2c1CCCC2 (stereo not given),i,i
O=C(Nc1ccc(-c2cc3ccccc3oc2=O)c(Cl)c1)c1cccnc1,i,i
CN(/C(=N/S(=O)(=O)c1ccccc1)c1ccccc1)S(=O)(=O)c1ccccc1,i,i
COc1ccccc1NC(=O)N(Cc1ccc2c(c1)OCO2)Cc1nc2ccccc2c(=O)[nH]1,i,i
CC(Sc1nnc(-c2cccs2)n1-c1ccccc1)C(=O)NCc1ccc2c(c1)OCO2 (stereo not given),i,i
COc1cccc(NC(=O)c2cnsn2)c1,i,i
NC(=O)c1nsc(C(=O)N(c2cccc(F)c2)C(C(=O)NCC2CCCO2)c2cccs2)c1N (stereo not given),i,i
COC(=O)CCSc1nccn1Cc1ccccc1,i,i
CCN(CC)CCNC(=O)C12CC3CC(CC(C3)C1)C2,i,i
Cc1cccc(C(=O)Nc2nnc(Cc3c[nH]c4ccccc34)s2)c1,i,i
CC(C)Oc1ccc(C2NC(=O)NC2=O)cc1 (stereo not given),i,i
CC1Cc2ccccc2N1C(=O)NC1CC(=O)N(c2ccc3c(c2)OCCO3)C1 (stereo not given),i,i
CC1CCc2c(C(=O)NCCCN3CCOCC3)csc2C1 (stereo not given),i,i
COc1ccc(C(=O)NNC2=C(C(=O)C(F)(F)F)CCC2)cc1,i,i
CC(C)c1nnc(NC(=O)CCC(=O)NCc2ccc(F)cc2)s1,i,i
CCOC(=O)C1=C(O)/C(=C\c2sccc2C)N=C1C,i,i
O=C(Nc1cccnc1)NC1CCCCC1,i,i
O=C(NCCc1ccccc1)C1CCN(c2nc3ccccc3o2)CC1,i,i
CC(C)(CO)CNC(=O)CCc1nnc(CCCc2ccccc2)o1,i,i
CCNc1nc(N)nc(Oc2ccc(OCC)nn2)n1,i,i
Cc1cc(C)c(C(N)=O)c(SCC(=O)c2cc(C)c(C)cc2C)n1,i,i
CCn1c(SCC(=O)Nc2cc(C(C)(C)C)nn2-c2ccccc2)nnc1-c1cccs1,i,i
CCCOc1ccc(C(=O)NC(=S)NCc2cccnc2)cc1,i,i
CNC(=O)CSc1nnc(COc2ccc([N+](=O)[O-])cc2)n1C,i,i
Cc1ccc(-c2nc(NC(=O)c3nn(C)cc3[N+](=O)[O-])sc2C)cc1C,i,i
COc1ccc(-n2ncc(C(C)NS(=O)(=O)c3ccc(C)s3)c2C)cc1 (stereo not given),i,i
Cc1cc(C)c2c(=O)cc(C(F)(F)F)oc2n1,i,i
CCOc1cc(C(=O)N[C@@H](C)C(=O)N2CCC3(CC2)NCCc2[nH]cnc23)cc(OCC)c1OCC,i,i
O=C(NCc1ccc2c(c1)OCO2)Oc1ccccc1,i,i
CCN(CC)c1ccc2c(C)c(CN3CCOCC3)c(=O)oc2c1,i,i
CCCCN(C)CCCNC(=O)c1cc(=O)[nH]c2ccc(S(=O)(=O)N3CCCCC3C)cc12 (stereo not given),i,i
NC(=O)C[C@@H]1N[C@]2(C(=O)Nc3ccccc32)[C@@H]2C(=O)N(C3CCCCC3)C(=O)[C@H]12,i,i
COc1ccccc1-c1noc(-c2ccccc2C(=O)N2CCOCC2)n1,i,i
Cc1ccc(S(=O)(=O)NNC(=O)C2COc3ccccc3O2)cc1C (stereo not given),i,i
O=C(CCCc1ccccc1)NC12CC3CC(CC(C3)C1)C2,i,i
O=C(Nc1c(-c2ccccc2)nc2ccccn12)c1ccccc1,i,i
COc1ccccc1NC(=O)CSc1nc(O)cc(=O)n1C,i,i

Retrieved one by one from above, 6 records:
molecule,CHT block,CHT allo act
CCN(CC)c1ccc2c(C)c(CN3CCOCC3)c(=O)oc2c1,i,i
COc1ccccc1NC(=O)CSc1nc(O)cc(=O)n1C,i,i
O=C(NCc1ccc2c(c1)OCO2)Oc1ccccc1,i,i
O=C(Nc1c(-c2ccccc2)nc2ccccn12)c1ccccc1,i,i
Cc1ccc(S(=O)(=O)NNC(=O)C2COc3ccccc3O2)cc1C (stereo not given),i,i
CCOc1cc(C(=O)N[C@@H](C)C(=O)N2CCC3(CC2)NCCc2[nH]cnc23)cc(OCC)c1OCC,i,i

Next structures follow.
molecule,CHT block,CHT allo act
N#Cc1ccccc1/C=C/C(=O)N1CCOCC1,i,i
Oc1ccccc1-c1nc(NCCN2CCOCC2)c2ccccc2n1,i,i
CC1CCCC(NC(=O)COC(=O)[C@@H]2CC(O)CN2S(=O)(=O)c2ccc3c(c2)OCCO3)C1C (stereo not given in full),i,i
O=C(c1ccsc1)N1CCCC(N2CCN(c3ccccc3F)CC2)C1 (stereo not given),i,i
CC(C)C(NC(=O)c1ccco1)C(=O)OCC(=O)c1ccccc1 (stereo not given),i,i
CCCCC(=O)Nc1nnc(CCc2ccccc2)s1,i,i
C=C1CCC[C@]2(C)C[C@H]3OC(=O)C(CN4CCCCC4CO)[C@H]3CC12 (stereo not given in full),i,i
CCOC(=O)N/N=C(\C)c1ccc(C)o1,i,i
CCc1nc2ccccc2c(C(=O)OCC(=O)Nc2cccc(S(=O)(=O)N3CCOCC3)c2)c1C,i,i
CCOCC(=O)OCC(=O)Nc1cc(OC)c([N+](=O)[O-])cc1C,i,i
CCCOc1ccc(Cl)cc1CN1CCOCC1,i,i
CCc1cc(CNC(=O)CCc2nnc(Cc3cccc(C)c3)o2)on1,i,i
O=C(CN1C(=O)NC2(CCSC2)C1=O)NCc1ccccc1 (stereo not given),i,i
CCOC(=O)c1[nH]c(C)c(/C(O)=C2\C(=O)C(=O)N(CCN(C)C)C2c2ccco2)c1C (stereo not given),i,i
COc1ccc(F)cc1S(=O)(=O)n1nnc2ccccc21,i,i
CCCCC(=O)NC(c1ccccc1)c1ccc2cccnc2c1O (stereo not given),i,i
CC1(C)CC(NC(=O)C2CCC(=O)N(C3CC3)C2)CC(C)(C)C1 (stereo not given),i,i
C(=N\Nc1ccccc1)/c1ccc(N2CCOCC2)cc1,i,i
CC(C)Oc1ccc(C(=O)CCN2CCOCC2)cc1,i,i
Cc1ccc2cc3c(nc2c1)N(Cc1ccco1)CC3,i,i
CN(C)CCO/N=C(\c1ccc(Br)cc1)c1cccnc1,i,i
O=C(NNC(=O)C1CCN(Cc2ccccc2)CC1)c1cccc(Cl)c1,i,i
CC(C)CC(NC(N)=O)C(=O)OCC(=O)Nc1ccc(SC(F)F)cc1 (stereo not given),i,i
Cc1ccc(-n2c(Cc3cccc4ccccc34)n[nH]c2=S)c(C)c1,i,i
Cc1cc(CNC(=O)C2CCC(=O)N(Cc3cccc(C(F)(F)F)c3)C2)no1 (stereo not given),i,i
Cc1cc(C)c(N)c(C(=O)O)c1,i,i
CCCCc1c(C)nc(N)[nH]c1=O,i,i
Cc1[nH]n(-c2ccccc2)c(=S)c1C=NCCCN=Cc1c(C)[nH]n(-c2ccccc2)c1=S,i,i
COc1ccc(-c2cc(C(=O)NCCCN3CCCC3=O)c3ccccc3n2)cc1,i,i
COC(=O)CSc1nnc(CNS(=O)(=O)c2ccc(Cl)cc2)n1C,i,i
O=C(COc1ccc([N+](=O)[O-])cc1)Nc1ccc2[nH]c(=O)[nH]c2c1,i,i
CC(C)(C)NC(=O)Cn1nnnc1-c1nonc1N,i,i
O=C(C1CCN(S(=O)(=O)c2ccc(Br)s2)CC1)N1CCN(C2CCCCC2)CC1,i,i
N#C/C(=C/c1ccc(F)cc1)S(=O)(=O)c1ccccc1,i,i
COc1ccc(-c2sc(NC(C)=O)nc2-c2ccccc2)cc1,i,i
Cn1ccc(NC(=O)Nc2cccc([N+](=O)[O-])c2)n1,i,i
CSCCC(NC(=O)/C(=C/c1ccc2c(c1)OCO2)NC(=O)c1cccc([N+](=O)[O-])c1)C(=O)O (stereo not given),i,i
Cc1c(NS(=O)(=O)c2ccc3c(c2)c(=O)n(C)c(=O)n3C)c(=O)n(-c2ccccc2)n1C,i,i
Cc1cccc(C)c1NC(=O)C(NC(=O)CN1C(=O)c2ccccc2C1=O)c1ccccc1 (stereo not given),i,i
O=C1NCCN1CCNS(=O)(=O)c1ccc(F)c(Cl)c1,i,i
COc1ccccc1OC(=O)c1cc2ccccc2oc1=O,i,i
C/C(=N\NC(=O)c1ccccc1C)c1cccc([N+](=O)[O-])c1,i,i
O=C(CSc1nc(=O)n(CCCN2CCOCC2)c2c1CCC2)Nc1ccccc1F,i,i
Cc1ccccc1N=C1Nc2ccccc2CS1,i,i
COc1ccc(-n2nnnc2SCC(=O)Nc2ccc3c(c2)OCCO3)c(OC)c1,i,i
Cc1ccc(N2C(=O)N(CC(=O)Nc3ccc(F)c(F)c3)C(=O)C2C)cc1 (stereo not given),i,i
O=C(Nc1cccc(Cl)c1)NC1CCS(=O)(=O)C1 (stereo not given),i,i
O=C(CCCCCn1c(=O)[nH]c2ccsc2c1=O)N1CCN(C2CCCCC2)CC1,i,i
COC(=O)c1ccc(/C=N/NC(=O)CC(=O)NCc2cccnc2)cc1,i,i
Cc1ccc2occ(/C=N/NC(=O)c3ccc(O)cc3)c(=O)c2c1,i,i

(next part)
molecule,CHT block,CHT allo act
CCC(=O)C1CCCN(C(=O)CCc2nnc(C3(c4ccc(Cl)cc4)CCC3)o2)C1 (stereo not given),i,i
N#Cc1ccc(C23CC4(C2)[C@H](CN(Cc2ccc(C(F)(F)F)cc2)[C@@H]4c2ccccc2)C3c2ccccc2)cc1 (stereo not given in full),i,i
C/C(CCc1ccc2c(c1)OCO2)=N\N=C1\NC(=O)CC(C(=O)Nc2ccccc2F)S1 (stereo not given),i,i
COc1cc(C(F)(F)F)c(C(=O)NCc2cccc(Cl)c2)cn1,i,i
O=c1c(Cl)c(NCc2ccc(F)cc2Cl)cnn1C12CC3CC(CC(C3)C1)C2,i,i
N#CCCN1CCN(CCC#N)CC1,i,i
Cn1c(O)c(C=Nc2ccc(Br)cc2)sc1=O,i,i
N#Cc1ccc(CSc2nnc(NC(=O)c3ccc4ncsc4c3)s2)cc1,i,i
N#C/C(=N\Nc1ccccc1Cl)C(=O)c1ccccc1,i,i
COc1ccc(-c2csc(NC(=S)NC(=O)c3ccc(S(=O)(=O)N(C)C)cc3)n2)cc1OC,i,i
Cc1cccc(C)c1NC(=O)CN(C)C(=O)c1cc(S(=O)(=O)N2CCOCC2)ccc1N1CCCC1,i,i
CCCCCn1c(=O)[nH]c2cc(C(=O)NCCN3C(C)CCCC3C)ccc2c1=O (stereo not given),i,i
CCOc1cc(C(=O)OCC(=O)Nc2ccc(Cl)cn2)ccc1OCC(=O)N1CCOCC1,i,i
O=C(NCCCNC(=O)c1cc(Cl)ccc1Cl)c1cnccn1,i,i
CC(C)(C)n1nc2c(c1NC(=O)c1cccc(Cl)c1)CS(=O)(=O)C2,i,i
COc1cc(C(=O)N2CCN(Cc3ccccc3C(F)(F)F)CC2)cc(OC)c1OC,i,i
CNC(=O)Cc1csc2ccc(C)cc12,i,i
COc1ccc2c(c1)C(C)CC(C)(C)N2C(=O)CSc1nc2ccccc2s1 (stereo not given),i,i
COc1cc(C(=O)NC(=S)Nc2ccc3[nH]c(=O)[nH]c3c2)cc(OC)c1OC,i,i
c1coc(-c2nc3c([nH]2)CCc2nonc2-3)c1,i,i
C/C(=N\NC(=O)c1ccncc1)c1cccc(NC(=O)c2ccc(Cl)s2)c1,i,i
COc1ccc(NC(=O)c2cnc(SC)nc2)cc1,i,i
O=C(NC(=S)Nc1ccccc1N1CCCC1)c1cccs1,i,i
Nc1cc(N)nc(SCc2nnnn2-c2ccc(Cl)cc2)n1,i,i
CCN(CC)S(=O)(=O)c1ccc(C(=O)Nc2ccc3c(c2)OCO3)cc1,i,i
CN(Cc1ccccc1)C(=O)c1nc2ccccn2c1CNCCn1cccn1,i,i
CCOC(=O)C1(CCOc2ccccc2)CCN(C(=O)c2cncs2)CC1,i,i
Cc1nc(Cl)c(C(=O)NCCC(C)C)c(C)c1[N+](=O)[O-],i,i
CCn1c(/C=C/c2ccccc2)nc2ccccc2c1=O,i,i
CC1(C)NC(=O)N(CC(O)CN2C(=O)CCC2=O)C1=O (stereo not given),i,i
COc1cc2cc3c(N)c(C(=O)Nc4sc(C)c(C)c4C#N)sc3nc2cc1OC,i,i
COc1ccc(-n2cnc3c(sc4nccc(N(C)C)c43)c2=O)cc1,i,i
O=C(O)CSCC(=O)N1CCc2c([nH]c3ccccc23)C1C(F)(F)F (stereo not given),i,i
CCN(CC)S(=O)(=O)c1ccc(N/N=C/c2cc(OC)c(OC)cc2OC)nc1,i,i
COc1ccc(NC(=O)Cn2cnc3sc(C)c(S(=O)(=O)N4CCOCC4)c3c2=O)c(OC)c1,i,i
C/C(=N\NC(=S)NCCc1ccccc1)c1ccc(Cl)cc1Cl,i,i
CCNc1nc(Oc2ccc(OC)cc2)cc(C(F)(F)F)n1,i,i
Cc1nc(NCCCN2CCOCC2)c2oc3ccccc3c2n1,i,i
COc1ccccc1N(CC(=O)NC1CC2CCC1C2)S(=O)(=O)c1ccc(C)cc1 (stereo not given),i,i
